Assay outcomes (PubChem BioAssay)
Tn7 DDE FP: inhibitors of Tn7 peptide binding to human fibrin DD(E); inhibition, % at 8.3 µM; 370,000 tested, 0.13% active; P02675; AID 720508; FP displacement of FITC-Tn7 peptide from fibrin DD(E); 0% = median of compound wells per plate;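 active = inhibition above the mean of compounds falling within the control limits plus 3 SD of them, cut at about 14% in these data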;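 note: 0% = plate median of compound wells and 100% = 10 µM Aha-Tn7 peptide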
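system = human fibrin DD(E) protein | quantity = DD(E) 2 µM final | medium = Tris/NaCl/CaCl2 buffer, pH 7.8 | also added = labelled Tn7 tracer, 0.1 µM | compound dosing = single point at 8.3 µM | timing = compound with protein 10 min, then 3 h after probe, room temperature | signal = FP measurement | benchmarks = Aha-Tn7 high control | repeats = one replicate per compound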
DDE Tn6 FP inh: disrupts Tn6 cyclic peptide binding to fibrin D-Dimer-E complex; P02675; Fibrin DD(E) TRITC-Tn6 fluorescence polarization displacement; inhibition, % at 8.3 µM; 370,000 tested, 0.21% active;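 active = inhibition above a per-campaign cutoff: mean of compounds within control limits plus 3 SD, cut at about 15% in these data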;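 note: 0% = median of all compound wells on the plate and 100% = blocking peptide control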
ARFGAP1 inhibitor: inhibitors of rat ARFGAP1; Q62848; Arfgap1-stimulated ARF1 GTP hydrolysis, GDP FP detection; inhibition, % at 16.5 µM; 360,000 tested, 0.26% active;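 active = inhibition above a per-plate limit, mean inhibition of low control wells plus 3 SD, cut at about 25% in these data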;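 note: 0% = DMSO wells with enzyme and 100% = wells lacking Arfgap1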
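Material – truncated rat Arfgap1 GAP domain · Buffer or medium – HEPES-based buffer, pH 7.5 · Reagent – human ARF1(Δ1-17)-GTP substrate · Dosing – 16.5 µM single point, 1.26% DMSO · Schedule – GTP hydrolysis reaction 2 h at 25 °C · Technique – GDP detection by fluorescence polarization · Benchmarks – No-Arfgap1 wells (100%) versus DMSO full-reaction wells (0%) · Repeats – single replicate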
PLC-gamma1 inh: inhibitors of human phospholipase C gamma1. 370,000 tested, 0.84% active. AID 720700. inhibition, % at 12.2 µM. purified PLC-gamma1, fluorogenic substrate, fluorescence. P19174; in the data active = inhibition above about 9.5%
Target sequence (P19174 whole entry, looked up): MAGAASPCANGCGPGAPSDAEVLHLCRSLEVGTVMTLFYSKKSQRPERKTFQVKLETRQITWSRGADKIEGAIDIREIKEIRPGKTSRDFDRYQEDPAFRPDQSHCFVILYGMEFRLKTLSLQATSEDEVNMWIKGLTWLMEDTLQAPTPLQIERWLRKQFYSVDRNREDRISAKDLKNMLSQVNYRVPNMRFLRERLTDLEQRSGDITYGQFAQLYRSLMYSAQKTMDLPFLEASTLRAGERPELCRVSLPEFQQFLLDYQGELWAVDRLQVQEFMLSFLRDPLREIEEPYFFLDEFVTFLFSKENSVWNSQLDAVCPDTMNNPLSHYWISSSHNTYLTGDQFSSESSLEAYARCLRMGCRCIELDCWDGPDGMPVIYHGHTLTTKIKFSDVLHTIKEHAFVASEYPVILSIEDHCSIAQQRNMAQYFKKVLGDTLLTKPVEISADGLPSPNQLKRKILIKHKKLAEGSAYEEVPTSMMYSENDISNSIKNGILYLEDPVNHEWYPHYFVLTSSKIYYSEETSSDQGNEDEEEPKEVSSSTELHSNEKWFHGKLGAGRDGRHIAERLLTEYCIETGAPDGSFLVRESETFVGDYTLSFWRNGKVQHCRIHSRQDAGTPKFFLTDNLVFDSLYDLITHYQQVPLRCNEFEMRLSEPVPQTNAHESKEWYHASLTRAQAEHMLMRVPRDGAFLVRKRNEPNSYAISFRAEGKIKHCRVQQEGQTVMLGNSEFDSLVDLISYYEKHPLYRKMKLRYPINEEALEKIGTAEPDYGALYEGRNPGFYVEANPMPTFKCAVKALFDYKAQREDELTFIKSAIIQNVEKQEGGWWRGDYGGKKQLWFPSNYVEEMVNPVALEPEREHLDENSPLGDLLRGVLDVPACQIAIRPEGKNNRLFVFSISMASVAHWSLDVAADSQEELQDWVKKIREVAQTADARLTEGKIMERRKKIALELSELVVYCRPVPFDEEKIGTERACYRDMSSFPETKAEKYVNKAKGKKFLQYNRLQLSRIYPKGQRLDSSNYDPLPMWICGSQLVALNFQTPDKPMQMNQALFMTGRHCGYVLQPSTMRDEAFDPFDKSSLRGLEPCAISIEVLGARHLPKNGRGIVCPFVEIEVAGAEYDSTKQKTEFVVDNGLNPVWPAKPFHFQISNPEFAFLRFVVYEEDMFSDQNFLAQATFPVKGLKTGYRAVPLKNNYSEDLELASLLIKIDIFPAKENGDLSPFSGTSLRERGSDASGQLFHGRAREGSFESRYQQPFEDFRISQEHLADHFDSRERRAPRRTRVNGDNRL
ASAP1 inh: inhibitors of human ASAP1 ArfGAP activity | ASAP1-stimulated ARF1 GTP hydrolysis, GDP FP detection | inhibition, % at 16.5 µM | Q9ULH1 | 360,000 tested, 0.19% active; in the data active = inhibition above about 25%;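 note: 0% = vehicle with enzyme and substrate and 100% = no enzyme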
ADAM10 inh: inhibitors of human ADAM10 | recombinant ADAM10, EDANS/DABCYL FRET peptide cleavage, 3 h | inhibition, % at 7 µM | 370,000 tested, 0.62% active | AID 720582;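 active = inhibition above a per-campaign cutoff equal to the mean of compounds falling between control-based bounds plus 3 SD, cut at about 20% in these data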;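 note: 0% = DMSO wells while the 100% control is not disclosed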
ADAM17 inh: ADAM17 inhibition, QFRET primary screen; inhibition, % at 6.95 µM; 370,000 tested, 0.83% active; P78536; recombinant ADAM17, EDANS/DABCYL FRET peptide cleavage;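 active = inhibition above the mean of compounds lying between control limits plus 3 SD, set per campaign, cut at about 8.5% in these data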;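 note: 0% = DMSO-only wells as the low control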
LEDGF integ inh: blocks HIV-1 LEDGF/p75-dependent DNA integration; TR-FRET IN-LEDGF/p75 DNA integration, Eu/Cy5; inhibition, % at 3.7 µM; 370,000 tested, 0.64% active; AID 743269;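 active = inhibition above the screen-wide mean plus 3 SD, cut at about 13% in these data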;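 note: signal is the Cy5 over europium emission ratio at 671 and 618 nm; 0% = plate median of compound wells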
KLK7 zymogen act: proKLK7 (human) activation, primary screen; AID 652039; purified proKLK7, EDANS-DABCYL substrate fluorescence; 100% is mature enzyme control, 0% vehicle; activation, % at 7 µM; P49862; 370,000 tested, 0.9% active;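 active = activation above the mean of all tested compounds plus 3 SD, computed per campaign excluding outliers beyond control limits, cut at about 13% in these data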
TDP2 inh: TDP2 (human) inhibition, absorbance primary screen | inhibition, % at 12.8 µM | recombinant TDP2, T5PNP hydrolysis, p-nitrophenol absorbance 415 nm | 370,000 tested, 0.34% active | O95551 | AID 720702;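 active = inhibition above the mean of all tested compounds plus 3 SD, set per campaign, cut at about 25% in these data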;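 note: 0% = DMSO with enzyme and 100% = buffer with substrate but no TDP2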
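Assay system: Recombinant human TDP2 | Quantity: 120 nM TDP2 per well | Incubation: 2 h at 37 °C | Signal: Epi absorbance | Evaluation: Percent inhibition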
An asterisk follows results filed as active; / = not tested or not shown.

SMILES	Tn7 DDE FP	DDE Tn6 FP inh	ARFGAP1 inhibitor	PLC-gamma1 inh	ASAP1 inh	ADAM10 inh	ADAM17 inh	LEDGF integ inh	KLK7 zymogen act	TDP2 inh
CCN(CC)CCCN=Cc1c(O)n(Cc2ccccc2)c(=O)c2ccccc12	-0.6	-6.5	13.3	-49.6	0.5	-231.8	-62.6	2.4	0.7	1.6
O=C(COc1ccc([N+](=O)[O-])cc1)NCC(c1cccs1)N1CCOCC1 (stereo unspecified)	-0.6	-2.1	-10.3	3.9	6.5	-3.4	4.0	0.8	-0.5	7.0
C=CCNc1cc(N2CCCC2)ccc1[N+](=O)[O-]	0.8	2.0	-6.2	-0.5	11.5	-4.8	-1.4	-1.7	0.2	-4.2
O=C(NCCc1ccc(Cl)cc1)C1CCN(C(=O)N2CCOc3ccccc32)CC1	4.6	-2.3	-6.1	-2.4	-7.3	-2.8	1.2	0.6	0.1	5.2
O=C(OCN1C(=O)C(=O)c2ccccc21)c1ccc(Cl)cc1	-4.3	-1.3	3.4	-1.3	-9.6	-8.7	-4.6	0.1	0.6	13.4
CN(C)CCCn1c2c(c(SCC(=O)Nc3cccc4ccccc34)nc1=O)CCCC2	4.4	0.0	3.8	-12.3	2.2	-21.3	-5.2	1.3	-2.1	5.7
Cc1cccc(NC(=O)CSc2nsc(SCC(=O)Nc3cccc(C)c3)c2C#N)c1	0.0	-11.5	0.0	4.3	5.6	0.1	-6.5	3.0	0.2	-13.0
CCN(CC)S(=O)(=O)c1ccc2oc(SCc3ccc(F)cc3)nc2c1	-5.5	-5.9	6.0	3.2	7.0	5.9	4.1	-1.7	-0.2	1.1
CCCCOc1ccc(CONS(=O)(=O)c2ccc(NC(C)=O)cc2)cc1Cl	0.8	-7.3	-7.5	2.7	-20.5	7.0	1.6	0.0	0.7	0.4
O=C(CCl)Nc1ccc(S(=O)(=O)Nc2nccs2)cc1	-4.0	-1.4	2.0	-0.1	-3.3	-2.5	-3.1	0.5	-0.3	16.0
CCCCn1c(N)c(N(CCC(C)C)C(=O)c2ccc([N+](=O)[O-])o2)c(=O)[nH]c1=O	-2.8	-0.5	3.0	-14.3	10.8	-53.7	-16.1	6.0	-0.3	2.9
CCc1ccc(C(=O)c2cncc(Br)c2)cc1	-1.0	6.7	-7.7	-2.3	-5.4	-4.5	-32.5	-0.9	0.7	4.0
Cn1c(=O)[nH]c(=O)c2c1nc(SCCO)n2Cc1ccccc1Cl	5.4	-0.2	0.1	1.8	4.6	5.9	-4.2	0.4	-0.1	-12.9
O=C(/C=C\Nc1ccc2c(c1)OCO2)c1ccccn1	-4.4	-7.0	-2.2	-40.3	13.4	-82.2	-23.5	9.5	0.1	6.4
Cc1ccc(/C=N/NC(=O)c2c(C)nc3ccc(Br)cn23)cc1	-6.3	-6.1	-1.7	-0.6	-6.8	0.2	-2.1	-1.8	-0.4	-1.5
Cc1cccc(NS(=O)(=O)c2ccc(C)c(C(=O)N(C)C)c2)c1	9.7	-7.0	-5.9	-0.3	-10.3	1.7	1.4	3.3	-0.3	12.5
CCC(c1nnc(SCC(=O)Nc2cc(S(C)(=O)=O)ccc2Cl)n1Cc1ccccc1)N(C)C (stereo unspecified)	3.7	0.7	-0.6	2.9	-2.8	-9.2	-1.8	-3.1	0.0	0.5
COCCCNC(=S)N1CCC(C(=O)c2ccc3c(c2)OCCO3)CC1	-5.5	3.5	4.4	-1.0	11.0	-14.6	-6.0	-5.7	0.4	-7.5
CN1CCOCCOCCN(C)C(=O)N2CCOCCOCCN(CCOCC2)C1=O	3.3	13.2	9.9	3.7	19.9	6.4	-5.0	-2.4	-1.1	-1.5
COC(=O)c1sccc1S(=O)(=O)NCc1ccc(S(N)(=O)=O)cc1	1.3	-1.2	9.8	-2.5	1.7	1.2	-5.0	-2.3	0.0	5.1
CC1=Nc2cccc3cccc(c23)N1	-5.3	-3.7	3.6	-2.9	-1.4	0.4	1.7	-2.3	-0.4	0.6
O=C(NCc1ccc(F)cc1)C1CCCN1C(=O)Nc1ccc(F)cc1 (stereo unspecified)	-3.0	-14.0	14.3	0.3	2.3	-0.5	-2.1	8.2	0.0	-8.6
CCN(c1ccccc1)S(=O)(=O)c1ccc(C(=O)Nc2nnc(CSC)o2)cc1	4.7	3.9	-24.9	-2.2	-10.8	9.6	3.5	-0.3	-0.7	-4.1
COc1ccc(OC)c(NC(=O)CS(=O)(=O)c2cn(CC(=O)N3CCOCC3)c3ccccc23)c1	-0.8	4.8	1.4	-2.9	-12.2	6.7	0.2	-0.3	-0.4	-7.3
CN1CCC(N[C@@H](Cc2c[nH]c3ccccc23)C(=O)NCCCc2ccccc2)(C(=O)NCCc2c[nH]c3ccccc23)CC1	-10.3	8.6	/	6.7	/	6.5	1.3	5.9	/	-8.6
CCN(Cc1ccc(OC)c(COC)c1)CC1CCCN(CCc2cccc(F)c2)C1 (stereo unspecified)	3.2	-9.2	-3.3	-1.2	-5.1	-0.9	-2.4	-0.6	-1.0	3.0
CCOC(=O)COc1ccc(S(=O)(=O)NCCC2=CCCCC2)cc1	5.7	7.8	3.4	0.7	1.3	2.3	0.9	0.6	0.3	-2.9
C=CCC1(CC=C)CCCN1C(=O)Cn1nnnc1CN(C)C(C)C	2.2	6.6	-4.7	0.8	0.0	-7.1	-4.6	-2.4	0.0	12.3
CCOc1ccccc1C(=O)NC1CCN(CC(=O)Nc2cc(OC)ccc2OC)CC1	-3.0	4.0	8.7	6.8	1.5	6.7	6.6	0.5	0.0	-19.4
CCOc1ccccc1NC(=O)CSc1nnc(CCC(=O)Nc2ccccc2F)n1C	-4.2	-4.3	3.2	0.8	-12.2	-5.3	-3.4	-1.5	0.0	10.9
CCCSc1cc(=O)n(-c2ccccc2)nc1C(=O)OCC	0.0	7.2	-1.6	1.6	-9.0	-1.4	-3.3	1.7	-0.3	-2.5
COC(=O)c1c(NC(=O)CSc2nnnn2C)sc(C)c1C	-3.1	-3.9	3.8	0.8	16.0	-2.2	0.2	0.6	-0.4	6.8
CCOC(=O)c1ccccc1NC(=O)c1nc2nccc(C)n2n1	-3.0	3.0	4.1	4.3	-12.0	5.6	-0.6	-0.2	-0.3	5.2
C[C@@H]1C=CCCO[C@]12C(=O)N(CC1CC1)c1cccc(Br)c12	-1.2	2.9	-8.3	-2.0	1.7	1.0	0.2	1.8	0.9	-6.4
COCCNc1ccc(-c2nn(C)c(=O)c3ccccc23)cc1[N+](=O)[O-]	4.0	3.1	-0.8	-0.9	2.3	-2.1	-1.6	-2.8	-0.2	0.1
O=[N+]([O-])c1cccc(-c2ccc(/C=N/n3c(-c4ccccc4)n[nH]c3=S)o2)c1	-3.3	-0.1	-15.2	-1.0	10.1	-10.1	-0.7	-0.9	-0.8	-1.8
CSCCC(NC(=O)C1CCCCC1)c1nc2ccccc2[nH]1 (stereo unspecified)	-5.1	-0.6	-0.2	1.9	-13.7	-3.7	-4.7	4.5	0.5	6.4
CCCCC(=O)Nc1cccc(-c2ccc3nncn3n2)c1	-6.6	-5.8	24.0	0.8	8.6	-0.9	-3.0	-0.7	0.3	3.8
CC(C)c1ccc(NC(=O)CSc2n[nH]c(=O)n2-c2ccc3c(c2)OCCO3)cc1	-4.3	-0.1	6.6	0.7	-2.5	5.7	0.9	2.2	-0.3	7.1
O=C(NNC(=O)c1cccs1)Nc1cccc(Cl)c1	-6.4	5.0	3.5	0.5	-10.1	0.8	-1.9	-0.3	0.7	10.0
O=C(CNC(=O)c1ccc([N+](=O)[O-])cc1)N/N=C/c1c[nH]c2ccccc12	-3.8	-10.2	3.8	5.0	-3.0	3.5	4.5	3.0	0.6	26.6*
Cc1cc(C)cc(N=c2c([N+](=O)[O-])nn(-c3cccc(Cl)c3)n2O)c1	4.3	3.7	0.4	0.8	-2.4	4.7	0.3	-1.8	0.6	2.0
O=S(=O)(c1ccc(F)cc1)N1CCN(CCc2ccccc2)CC1	1.5	-0.5	4.6	-0.2	1.1	-4.5	-1.6	-3.1	-0.5	2.4
O=C(NCCC(F)(F)F)C1Cc2c(-c3cccc(F)c3)ccnc2O1 (stereo unspecified)	-5.3	8.5	-5.0	0.4	-4.8	-5.4	-3.0	-1.0	-0.1	-12.9
CNC(=O)COC(=O)c1[nH]c(C)c(C(C)=O)c1C	-8.5	1.9	-8.1	-1.0	0.4	-0.3	-2.2	-0.9	-0.2	0.9
CC(=O)Nc1sc(N/N=C\c2ccc(O)cc2)nc1-c1cccs1	-2.6	-3.5	23.0	1.7	12.9	-7.2	-10.1	-4.2	-1.2	2.9
CC(=O)O/N=C/c1c(C)c(C=O)n2ccccc12	0.1	-2.8	-9.6	0.1	-11.8	-31.8	-6.0	-6.4	0.1	-13.8
O=C(Cc1cccc(NC(=O)C2CCN(C(=O)C3CCCCC3)CC2)c1)Nc1cccc(C(=O)N2CCCC2)c1	-5.4	7.7	6.6	-0.7	2.7	3.7	-3.0	-0.2	0.6	13.2
Cc1ccc(Nc2nc3c(s2)CCC3)c(C)c1	4.6	8.2	-6.8	-2.5	-12.2	-5.4	0.7	0.3	-0.7	1.5
Cc1cccc(OCC(=O)OC(C)CN2CCCCC2)c1 (stereo unspecified)	-0.3	1.4	0.8	-0.3	-10.0	-9.3	-6.5	1.4	0.4	1.1

Looked up one by one from above:
SMILES	Tn7 DDE FP	DDE Tn6 FP inh	ARFGAP1 inhibitor	PLC-gamma1 inh	ASAP1 inh	ADAM10 inh	ADAM17 inh	LEDGF integ inh	KLK7 zymogen act	TDP2 inh
CCOc1ccccc1NC(=O)CSc1nnc(CCC(=O)Nc2ccccc2F)n1C	-4.2	-4.3	3.2	0.8	-12.2	-5.3	-3.4	-1.5	0.0	10.9
Cn1c(=O)[nH]c(=O)c2c1nc(SCCO)n2Cc1ccccc1Cl	5.4	-0.2	0.1	1.8	4.6	5.9	-4.2	0.4	-0.1	-12.9
Cc1cc(C)cc(N=c2c([N+](=O)[O-])nn(-c3cccc(Cl)c3)n2O)c1	4.3	3.7	0.4	0.8	-2.4	4.7	0.3	-1.8	0.6	2.0
CCOC(=O)COc1ccc(S(=O)(=O)NCCC2=CCCCC2)cc1	5.7	7.8	3.4	0.7	1.3	2.3	0.9	0.6	0.3	-2.9
C=CCNc1cc(N2CCCC2)ccc1[N+](=O)[O-]	0.8	2.0	-6.2	-0.5	11.5	-4.8	-1.4	-1.7	0.2	-4.2
